Screening results: PubChem BioAssay, National Center for Advancing Translational Sciences (NCATS)
HCMV inh: inhibitors of human cytomegalovirus; 410,000 compounds, 4.5% hits; activity change, negative = inhibition, % at 57.5 µM; HFF cells, HCMV-luciferase reporter, 72 h; hits give low values; AID 1259415; in the data active means activity change below about -60%; inconclusive means no clear call, values can overlap the other calls; inactive means above about -39%
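Cell-based, HFFs, 1000 cells/well, 16 h 37C; cpds in DMSO + HCMV-luc, MOI 1 PFU/cell; 72 h 37C; OneGlo luminescence after 5 min RT; norm. to buffer vs Salinomycin 10uM.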
AMA1 RON2 block: disrupts binding of P. falciparum AMA1 to RON2; AlphaScreen AMA1-biotinylated RON2 peptide binding; Potency, µM (top dose mostly 58.2 µM), for the others: at the top dose activity change, negative = inhibition, most hits filed as inhibitors; 360,000 compounds, 0.2% hits; AID 720542;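 further: potency means the concentration at half of the fitted maximal effect; 0% = vehicle wells and -100% = peptide control; nearly all actives have a fitted effect of over 45% in size; some results filed as inactive show a strong effect at the top dose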
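AMA1 (3D7) with his tag at 25 nM final met compounds first, then biotinylated RON2 peptide at 25 nM; detection used donor plus acceptor beads, 10 µg/mL apiece, read by AlphaScreen after 30 min at room temperature.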
AmpC detergent: AmpC beta-lactamase inhibition with detergent present | P00811 | AmpC hydrolysis of nitrocefin, absorbance 480 nm, 0.01% Triton | Potency, µM (top dose mostly 114 µM), for the others: at the highest dose activity change, negative = inhibition, usual class: inhibitors | 370,000 compounds, 0.041% hits;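 further: potency means the concentration at half of the fitted maximal effect; 0% = no-compound wells and -100% = no-enzyme wells; nearly all actives have a fitted effect of over 25% in size; some results filed as inactive show a strong effect at the top dose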
Target sequence (P00811 whole entry, looked up): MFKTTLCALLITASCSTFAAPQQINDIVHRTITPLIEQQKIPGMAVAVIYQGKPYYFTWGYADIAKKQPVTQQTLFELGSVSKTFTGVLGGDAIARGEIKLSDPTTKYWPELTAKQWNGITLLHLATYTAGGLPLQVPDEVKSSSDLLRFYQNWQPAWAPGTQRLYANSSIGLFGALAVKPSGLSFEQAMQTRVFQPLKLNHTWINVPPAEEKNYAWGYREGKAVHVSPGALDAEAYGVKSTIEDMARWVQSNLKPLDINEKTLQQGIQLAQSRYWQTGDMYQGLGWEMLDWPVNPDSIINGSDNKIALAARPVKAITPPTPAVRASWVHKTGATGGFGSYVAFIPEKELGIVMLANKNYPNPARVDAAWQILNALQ
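20 mM phosphate pH 7.0 + 0.01% (detergent screen) or 0.0001% Triton X-100; 5.3 nM AmpC reagent; cpd preinc 15 min RT; nitrocefin (800 uM stock) to start; A480 q20 s × 4 min; Activity was normalised to no-enzyme and no-compound control wells.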
Sm TGR inh: inhibitors of Schistosoma mansoni thioredoxin glutathione reductase; 360,000 compounds, 3% hits; purified TGR, DTNB reduction, TNB absorbance 405 nm; Q962Y6; AID 485364; Potency, µM (top dose mostly 114 µM), inactives show at the highest dose activity change, negative = inhibition, actives largely listed as inhibitors; further: potency means the concentration at half of the fitted maximal effect; nearly all actives have a fitted effect of over 60% in size
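First, TGR (20 nM dispensed) and NADPH were mixed with compound. Second, a 15 min room-temperature incubation followed. Third, further NADPH and then DTNB were added to start the reaction. Finally, TNB absorbance was monitored kinetically.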
FBPA Giardia inh: inhibitors of Giardia lamblia fructose-1,6-bisphosphate aldolase; A8B2U2; purified Giardia FBPA; Potency, µM (doses to about 59.6 µM), for inactives: top-dose activity, negative = inhibition, usual class: inhibitors; 290,000 compounds, 0.71% hits; further: potency means the concentration at half of the fitted maximal effect; nearly all actives have a fitted effect of over 55% in size
Target sequence (A8B2U2 whole entry, looked up): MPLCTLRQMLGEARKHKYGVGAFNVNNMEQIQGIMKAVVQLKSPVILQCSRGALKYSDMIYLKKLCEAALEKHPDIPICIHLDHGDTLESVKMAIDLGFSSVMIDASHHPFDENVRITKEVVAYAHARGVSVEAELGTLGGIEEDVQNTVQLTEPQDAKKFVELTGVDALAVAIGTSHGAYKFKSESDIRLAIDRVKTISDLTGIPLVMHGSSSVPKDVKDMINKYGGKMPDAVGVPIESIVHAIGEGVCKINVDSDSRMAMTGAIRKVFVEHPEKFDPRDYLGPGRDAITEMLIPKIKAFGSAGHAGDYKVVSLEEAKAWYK
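Giardia FBPA (40 nM reagent) was preincubated 10 min at RT with compound (up to 57.5 uM final), then substrate plus GAPDH/TPI/NAD/arsenate coupling system with diaphorase/resazurin was added; resorufin fluorescence (525/598 nm) was read after 20 min.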
HCV inhibitor: inhibitors of hepatitis C virus infection; Huh7.5.1 HCVcc-Cre infection, luciferase reporter, 44 h; Potency, µM (top dose mostly 41.8 µM), without a hit: at the top dose activity change, negative = inhibition, actives largely listed as inhibitors; 340,000 compounds, 3.4% hits; AID 651820; further: potency means the concentration at half of the fitted maximal effect
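After 44 h co-culture of compound, cells and HCVcc-Cre (~0.5 moi), substrate is added for 15 min at room temperature and luciferase measured over 15 sec. Cells were seeded at 1,000/well and pre-cultured 4 h.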
* hit, by the source's call; ? = inconclusive; · = no result given; [ ] = dose if it differs, or a comment. Unless noted, the call rests on the fitted dose curve; in most records, active means well fitted curve in the direction sought with a large enough effect; inconclusive means small, poorly fitted or top-dose-only effect, or another doubt; inactive means no such curve, though single readings can be large; an effect the other way counts as inactive or inconclusive. Unless noted, on the % scale 0 is the no-effect control and ±100 the full control effect.

SMILES | HCMV inh | AMA1 RON2 block | AmpC detergent | Sm TGR inh | FBPA Giardia inh | HCV inhibitor
O=C(CCCSc1nnc(-c2cccs2)n1CC1CCCO1)c1ccccc1 (stereo not given) | -34 | 1% | -5% | 14% | 0% | ?
COCCN(C(=O)CCC(=O)Nc1ccccn1)C(C(=O)NC(C)C)c1ccc(C)cc1 (stereo not given) | ? | 5% | 1% | 9% | 8% | 17%
Cc1ccc(-c2nc(S(=O)(=O)c3ccc(C)cc3)c(SCC(=O)NC3CCCCC3)o2)cc1 | -1 | · | ? | 2% | · | ·
COc1ccc(CN(CC(=O)NCc2ccccc2)C(=O)CCC(=O)Nc2ccccn2)cc1 | 17 | 0% | -6% | -5% | 5% | 26%
COc1ccc(C2C(=O)N(C3CCCCC3)CC(=O)N2CCc2ccccc2)cc1OC (stereo not given) | 1 | -2% | 3% | 1% | -10% | 29%
COc1cccc(OCCSc2nc3ccccc3n2CC(=O)N2CCCCC2)c1 | -6 | · | -4% | 0% | · | ·
COc1ccc(C2=C(N)c3ccccc3C2=O)cc1 | 14 | -13% | 13% | 4% | -4% | 13%
COCCn1c(=O)[nH]c2cc(C(=O)NC3CCCCCC3)ccc2c1=O | -17 | 7% | -12% | 14% | 5% | ?
CCCn1c(=O)[nH]c(=O)c2c1nc(-c1ccc(OC(F)(F)C(F)C(F)(F)F)cc1)n2CCOC (stereo not given) | 23 | 2% | -8% | -1% | -23% | 4%
Cc1ccc(NC(=O)c2cc(-c3cccs3)nc3ccccc23)c(C)c1 | 7 | · | 7% | 5% | · | ·
Cc1c(C=O)c2ccccc2n1CC(=O)NC(C)c1ccccc1 (stereo not given) | -29 | 12% | -2% | 3% | 2% | -24%
Cc1cccc(C)c1NC(=O)CC1SC2=NCCN2C1=O (stereo not given) | 9 | 4% | 1% | 25µM* | 1% | 3%
CC1CCCN(c2ccc([N+](=O)[O-])s2)C1 (stereo not given) | -18 | 2% | 4% | -1% | -30% | -8%
O=C(c1cc2ccc3cccnc3c2[nH]1)N1CCN(c2ccccc2)CC1 | -8 | · | 23% | 4% | · | ·
CCC1(c2ccc(F)cc2)NC(=O)N(CC(=O)Nc2ccc(-c3nc4ccc(C)cc4s3)cc2)C1=O (stereo not given) | 52 | 9% | ? | -11% | 6% | ?
CCOc1cc(/C=C\c2nc(O)c([N+](=O)[O-])c(=O)[nH]2)ccc1OC(C)C | -16 | 4% | 2% | -11% | -2% | 22%
C/C(CCc1ccc2c(c1)OCO2)=N\N=C(/N)SC1CC(=O)N(c2ccccc2F)C1=O (stereo not given) | 7 | 20% | -1% | 8% | ? | 2%
CC1Sc2ccc(C(=O)Nc3ccccc3OC(F)F)cc2NC1=O (stereo not given) | 29 | 9% | ? | 3% | · | -26%[8.37 µM]
O=C(CSc1nnc(Cn2c(=O)sc3ccccc32)n1CCc1ccccc1)N1CCCC1 | -30 | 7% | 0% | -10% | -2% | -7%
Cc1cccc(-c2nnc(SCC#N)n2C)c1 | -26 | 0% | -3% | · | 2% | 17%
C=CCNC(=O)C(=O)c1c(-c2ccccc2)[nH]c2ccccc12 | 2 | 3% | -3% | 2% | 7% | -13%
COc1ccc(CCC(=O)NCCOc2ccc(Cl)cc2)cc1 | 0 | 5% | 4% | 13% | 3% | -9%
COc1cccc(NC(=S)NNC(=O)C(C)n2nc(C)c([N+](=O)[O-])c2C)c1 (stereo not given) | -10 | 45%[activator] | ? | 1% | 10% | 2%
COc1ccc(CSc2nc(N3CCOCC3)c3c(c2C#N)CC(C)(C)OC3)cc1 | -19 | -9% | -11% | -4% | -5% | ?
N#CC1=C(c2ccc(-c3ccccc3)cc2)COC1=O | 14 | -3% | 1% | ? | -4% | 3%
CCOC(=O)c1c(C)[n+]([O-])c2ccc3c(non3O)c12 | -37 | -1% | 2% | 0% | 3% | 3%
O=C(Nc1nnc(-c2ccco2)s1)C1CC1 | 44 | ? | ? | 45µM* | 5% | 16%
CCc1ccc(/C(C)=N/NC(=O)c2c[nH]c3ccccc23)s1 | 75 | 9% | -6% | -7% | · | -13%
CC(NC(=O)C1CCCN(S(=O)(=O)N2CCOCC2)C1)c1ccccc1 (stereo not given) | -27 | -7% | 2% | -12% | · | 18%
COc1cccc(C2CC(c3cccs3)=NN2C(=S)Nc2ccccc2)c1OC (stereo not given) | 18 | 0% | -5% | -21% | 1% | ?
COc1ccc(Cn2ccnc2SCC(=O)Nc2cc(C(F)(F)F)ccc2Cl)cc1 | -11 | · | 7% | 12% | · | ·
Nc1cc(=O)nc(SCC(=O)Nc2ccc(F)cc2)n1-c1cccc(Cl)c1 | 17 | · | 6% | -1% | · | ·
COc1ccc(CNC(=O)CC2C(=O)NCCN2CC(C)(C)C)c(OC)c1 (stereo not given) | ? | -4% | 4% | -20% | -12% | 8%
Cc1ccc(C)c(NC(=O)COC(=O)CCNC(=O)c2ccco2)c1 | ? | -7% | -1% | -15% | · | 6%
Cc1ccccc1CSCC(=O)NCCSc1ccccn1 | -18 | 3% | 1% | -11% | 0% | 1%
Cc1ccc(NC(=O)c2c(C)nc3sc(C(=O)Nc4ccc(F)cc4)c(N)c3c2-c2ccc(Cl)cc2)c(C)c1 | 12 | · | -1% | -3% | · | ·
COc1ccc(-c2noc(CSc3nc(-c4ccccc4)cc(=O)[nH]3)n2)cc1OC | -19 | -4% | -1% | 5% | 1% | 10%
COc1ccccc1CN1COc2ccc3c(C)cc(=O)oc3c2C1 | 6 | · | 24% | 16% | · | ·
CCc1ccc2nc(SCC(=O)Nc3ccccc3N3CCOCC3)c(C#N)cc2c1 | -30 | -9% | ? | -2% | -4% | -15%
CCOCc1c(C(=O)N2CCN(CC(=O)Nc3ccc(F)cc3)CC2)oc2ccccc12 | 11 | 8% | ? | 0% | · | -10%
COc1ccc(N2CCN(C(=O)COC(=O)c3ccc(OC(F)F)cc3)CC2)cc1 | 0 | 15% | 6% | -2% | · | 3%
CCC(=O)NCCc1nc2cc(NC(=O)c3ccccc3OC)ccc2n1C | 33 | 5% | -8% | 0% | 0% | 18%
N#Cc1ccccc1NC(=O)c1cc(=O)c2ccccc2o1 | 26 | -6% | ? | -3% | 4% | -12%
C=CCN=Cc1c(C)[nH]n(-c2ccccc2)c1=O | 38 | -8% | 6% | 1% | 0% | -1%
Cc1cc(C)c2c(N)c(C(=O)c3ccc(Cl)c(Cl)c3)sc2n1 | ? | 1% | -11% | -12% | 14% | ?
Nc1ccc(CSc2ccc(Cl)cc2)c(Cl)c1 | -1 | 17% | · | · | · | -7%
CCOc1ccc(C2CC(=O)c3c([nH]c(C(=O)OC4CCC(C)CC4)c3C)C2)cc1 (stereo not given) | 1 | · | 19% | 1% | · | ·
Cc1ccc(OCC(=O)N2CCN(Cc3ccc(F)cc3)CC2)cc1 | -1 | · | 8% | 1% | · | ·

Next section, overlapping the part above by 6 compounds.
SMILES | HCMV inh | AMA1 RON2 block | AmpC detergent | Sm TGR inh | FBPA Giardia inh | HCV inhibitor
N#Cc1ccccc1NC(=O)c1cc(=O)c2ccccc2o1 | 26 | -6% | ? | -3% | 4% | -12%
C=CCN=Cc1c(C)[nH]n(-c2ccccc2)c1=O | 38 | -8% | 6% | 1% | 0% | -1%
Cc1cc(C)c2c(N)c(C(=O)c3ccc(Cl)c(Cl)c3)sc2n1 | ? | 1% | -11% | -12% | 14% | ?
Nc1ccc(CSc2ccc(Cl)cc2)c(Cl)c1 | -1 | 17% | · | · | · | -7%
CCOc1ccc(C2CC(=O)c3c([nH]c(C(=O)OC4CCC(C)CC4)c3C)C2)cc1 (stereo not given) | 1 | · | 19% | 1% | · | ·
Cc1ccc(OCC(=O)N2CCN(Cc3ccc(F)cc3)CC2)cc1 | -1 | · | 8% | 1% | · | ·
Cc1ccc2nc(NCC(N)=O)nc(-c3ccccc3)c2c1 | 63 | 19% | -11% | 4% | 2% | 8%
CC1=C(C(=O)OC2CCCC2)C(c2ccccc2Cl)CC(=O)N1 (stereo not given) | -29 | · | 16% | -3% | · | ·
COc1cc(/C=N/NC(=O)CCC(=O)Nc2ccc(Br)cc2)ccc1O | 11 | 6% | -9% | 0% | -4% | 2%
Cc1cc(C)cc(N(CC(=O)NCCSCc2ccco2)S(C)(=O)=O)c1 | 39 | 0% | 0% | ? | 1% | 3%
COc1cccc(/C=C2\SC(=O)N(CCC(=O)NNC(=O)c3cccc(Cl)c3)C2=O)c1 | 7 | 45%[activator] | -9% | 3% | 0% | ?
CCCCCn1c(CN2CCN(C(=O)OCC)CC2)nc2c1c(=O)n(C)c(=O)n2C | -10 | -9% | · | · | · | -10%
CCc1cc(C(=O)N=Nc2c(O)[nH]c3c(Br)cc(Br)cc23)c2ccccc2n1 | -31 | 11% | -9% | -2% | -7% | -6%
CN(Cc1cc([N+](=O)[O-])c2cccnc2c1O)C1CCCCC1 | · | · | ? | -10% | 2% | 7%
COc1ccccc1CN1CCCCCC1 | 11 | -22% | -14% | -6% | ? | 2%
O=C(CCS(=O)(=O)Cc1ccccc1)Nc1ncc([N+](=O)[O-])s1 | -96* | -12% | 3% | -4% | -2% | ?
O=C(NN1C(=O)C2C3C=CC(C3)C2C1=O)c1ccco1 (stereo not given) | 27 | 14% | ? | -12% | 3% | 10%
CCOc1ccc(CCNC(=O)Cn2c(-c3cccs3)cc3ccccc32)cc1 | -17 | · | 11% | 1% | · | ·
O=C(NCCN1CCOCC1)C1CCN(c2ncnc3c2sc2cccc(F)c23)CC1 | 4 | 0% | ? | 1% | -2% | -29%
Cc1ccccc1C(=O)Nc1nnc(S(=O)(=O)N(C)Cc2ccccc2)s1 | 9 | · | -4% | -8% | · | ·
O=C(Cc1cccc(NC(=O)C2CCN(C(=O)C3CCCC3)CC2)c1)Nc1cccc(C(=O)N2CCCCC2)c1 | -10 | -2% | · | · | · | -16%[8.37 µM]
O=C(Nc1cccc(-c2nc3ccccc3o2)c1)c1cc([N+](=O)[O-])ccc1N1CCOCC1 | 0 | · | -2% | -1% | · | ·
CCOC(=O)c1ccc(NC(=O)CSc2nnnn2C2CCCCC2)cc1 | -15 | 6% | 2% | 4% | -1% | 11%
CCCCN1C(=O)C(=O)N(CC(=O)Nc2ccccc2C(C)=O)C1=O | 36 | -15% | · | · | · | -17%
FCCCOc1ccc(-c2ccnc(-c3ccccc3)n2)cc1 | 13 | 54%[activator] | -12% | 13% | -1% | ?
O=C(Cn1c(=O)nc(-c2ccccc2)c2ccccc21)NCCCc1ccccc1 | 3 | · | 15% | 30% | · | ·
O=C(CNCC1CCCO1)NCc1ccco1 (stereo not given) | -24 | -10% | 8% | ? | 16µM* | 21%
O=C(COc1ccc(S(=O)(=O)Nc2ccccc2)cc1)NCc1cccnc1 | 0 | 0% | ? | -1% | 6% | 8%
COC(=O)C1=C(c2cccc(C#N)c2)C[C@@H]2CC[C@H]1N2C(=O)NCCOc1ccccc1 | -40 | 3% | -6% | -6% | · | -2%
